# Screens from PubChem.
# AHR activator: human AHR activation; P35869; AHR-responsive luciferase reporter cells, luminescence; activation, % at 5 µM; actives 2.5% (n = 320,000); AID 2796; in the data active = activation above about 47%;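 note: 0% = vehicle wells and 100% = reference agonist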
# Target sequence (P35869 whole entry, looked up): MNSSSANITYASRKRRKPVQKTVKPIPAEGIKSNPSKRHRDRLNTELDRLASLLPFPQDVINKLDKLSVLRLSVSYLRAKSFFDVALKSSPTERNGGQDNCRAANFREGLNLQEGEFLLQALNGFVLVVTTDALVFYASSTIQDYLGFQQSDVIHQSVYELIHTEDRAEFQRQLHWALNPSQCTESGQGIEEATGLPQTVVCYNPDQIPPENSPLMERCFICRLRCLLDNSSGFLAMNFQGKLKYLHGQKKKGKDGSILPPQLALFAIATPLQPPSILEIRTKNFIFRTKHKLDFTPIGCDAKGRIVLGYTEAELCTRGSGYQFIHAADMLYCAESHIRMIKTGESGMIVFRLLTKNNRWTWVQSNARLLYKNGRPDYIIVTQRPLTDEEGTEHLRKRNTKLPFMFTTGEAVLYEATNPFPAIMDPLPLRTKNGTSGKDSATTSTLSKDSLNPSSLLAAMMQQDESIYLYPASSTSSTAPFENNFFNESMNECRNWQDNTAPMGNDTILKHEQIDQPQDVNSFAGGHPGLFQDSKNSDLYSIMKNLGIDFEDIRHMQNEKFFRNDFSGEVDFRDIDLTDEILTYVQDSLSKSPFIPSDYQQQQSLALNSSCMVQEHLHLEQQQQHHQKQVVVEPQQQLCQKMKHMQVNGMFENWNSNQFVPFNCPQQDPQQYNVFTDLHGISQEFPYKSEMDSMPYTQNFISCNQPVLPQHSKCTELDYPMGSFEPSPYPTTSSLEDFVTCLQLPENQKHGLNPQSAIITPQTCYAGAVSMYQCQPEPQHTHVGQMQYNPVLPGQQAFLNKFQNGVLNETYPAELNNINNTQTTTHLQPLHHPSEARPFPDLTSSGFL
# AGP1-GFP MLPCN: modulators of TOR pathway AGP1-GFP in S. cerevisiae; S. cerevisiae AGP1-GFP multiplex flow cytometry, 3 h; GFP as percent of DMSO wells; GFP response vs DMSO, % at 10 µM; actives 0.02% (n = 320,000);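 active = GFP response relative to DMSO above a set limit, near screen average plus 3 SD, cut at about 150% in these data; inconclusive = fewer than 70 cells counted for the yeast strain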;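 note: median GFP channel fluorescence of the gated AGP1 strain per well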
# MEP2-GFP yeast: modulators of TOR pathway MEP2-GFP in S. cerevisiae | S. cerevisiae MEP2-GFP strain, flow cytometry GFP, 3 h; 100% = DMSO control level | GFP response vs DMSO, % at 10 µM | actives 0.51% (n = 330,000) | AID 2016;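 active = GFP response versus DMSO above a set limit, roughly screen mean plus 3 SD, cut at about 180% in these data; inconclusive = fewer than 70 cells counted for a yeast strain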;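 note: median GFP fluorescence of the barcode-gated MEP2-GFP cells per well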
# LAP4 TOR yeast: yeast TOR pathway LAP4-GFP modulation; GFP response vs DMSO, % at 10 µM; AID 2023; actives 0.34% (n = 320,000); S. cerevisiae LAP4-GFP multiplex, flow cytometry GFP, 3 h; median GFP as percent of DMSO wells;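 active = GFP response vs DMSO above a set limit, about the screen mean plus 3 SD, cut at about 150% in these data; inconclusive = under 70 cell events counted for the yeast strain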
# proCasp7 act: counter-screen for procaspase-3 activators: activators of human procaspase-7. recombinant procaspase-7, Ac-DEVD-pNA absorbance 405 nm; D23A/D198A/D206A triple mutant, cannot self-cleave; scale: DMSO 0, 5 µM enzyme 100. activation, % at 8.5 µM. actives 0.093% (n = 330,000). AID 463210;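 active = percent activation above the screen-wide mean plus 3 SD, cut at about 25% in these data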
#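 signal = Epi-absorbance of released pNA at 405 nm, two timepoints | assay system = Uncleavable procaspase-7 mutant enzyme | reagent = Ac-DEVD-pNA substrate, 400 µM as added | times = 1 h enzyme–compound preincubation and 2 h substrate reaction, both 25 °C | benchmarks = low DMSO alone, high DMSO plus 5 µM PC-7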
# CIT2 TOR yeast: yeast TOR pathway CIT2-GFP modulation; S. cerevisiae CIT2-GFP strain, flow cytometry, 3 h; 100 means same as DMSO wells; GFP response vs DMSO, % at 10 µM; actives 0.065% (n = 320,000); AID 2029;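 active = GFP response relative to DMSO above a set limit, near the screen mean plus 3 SD, cut at about 150% in these data; inconclusive = Fewer than 70 cells measured for a yeast strain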;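 note: ratio of well median GFP fluorescence to mean of DMSO wells on the plate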
# RPL19A TOR yeast: yeast TOR pathway RPL19A-GFP modulation; percent response vs DMSO, % at 10 µM; S. cerevisiae RPL19A-GFP strain, flow cytometry, 3 h; stronger effect = lower value; actives 0.3% (n = 330,000); AID 2025;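 active = percent response vs DMSO below 50%; inconclusive = fewer than 70 events counted for the yeast strain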;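 note: median channel GFP fluorescence of the barcoded RPL19A-GFP strain; ratio of sample median GFP to plate DMSO average so 100% = DMSO; lower means less RPL19A-GFP as with rapamycin TOR inhibition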
# procasp3 activ: activates human procaspase-3; P42574; actives 0.11% (n = 330,000); AID 463141; recombinant procaspase-3 D3A, Ac-DEVD-pNA absorbance 405 nm; activation, % at 8.5 µM;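 active = activation above the mean of all tested compounds plus 3 SD, cut at about 21% in these data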;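 note: 0% = DMSO alone and 100% = DMSO wells spiked with extra 5 µM PC-3 D3A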
# Target sequence (P42574 whole entry D9A/D28A/D175A): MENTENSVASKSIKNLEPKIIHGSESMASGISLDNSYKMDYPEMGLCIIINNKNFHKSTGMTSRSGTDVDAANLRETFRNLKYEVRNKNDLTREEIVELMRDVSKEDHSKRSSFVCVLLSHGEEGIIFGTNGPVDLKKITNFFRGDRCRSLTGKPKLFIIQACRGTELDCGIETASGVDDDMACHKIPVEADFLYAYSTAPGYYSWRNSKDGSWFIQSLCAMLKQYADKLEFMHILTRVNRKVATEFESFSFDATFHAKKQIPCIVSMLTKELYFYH
#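 assay system = Procaspase-3 D3A mutant | signal = absorbance at 405 nm, 0 and 120 min | times = 1 h preincubation plus 2 h reaction at 25 °C | repeats = single replicate | read-out = % activation between DMSO and enzyme-spiked controls | medium = Zinc-free HEPES saline buffer with Triton X-100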
# Starred values were filed as active, the others as inactive; ? = inconclusive; . = not tested or not shown; & = joins results of further samples.
Molecule,AHR activator,AGP1-GFP MLPCN,MEP2-GFP yeast,LAP4 TOR yeast,proCasp7 act,CIT2 TOR yeast,RPL19A TOR yeast,procasp3 activ
Cc1cccc(N2CCN(S(=O)(=O)c3cccc4nonc34)CC2)c1C,1,100,91,96,9,102,98,3
CC1(c2ccccc2)NC(=O)N(CC(=O)Nc2ccc([N+](=O)[O-])cc2)C1=O (configuration not stated),0,103,104,103,-2,96,99,8
Cc1ccc(S(=O)(=O)NCC(=O)OC(C(=O)c2ccccc2)c2ccccc2)cc1 (configuration not stated),0,106,128,103,13,109,99,1
COC(=O)c1sccc1NC(=O)CSc1ccccc1NS(=O)(=O)c1cc(Cl)ccc1Cl,3,101,96,94,2,93,95,2
CC(=O)c1ccc(-c2ccc(C(=O)N3CCN(c4ccc(F)cc4)CC3)o2)cc1,1,111,108,107,1,103,98,6
O=C(CCCN1C(=O)NC2(CCCC2)C1=O)N1CCN(S(=O)(=O)c2ccccc2)CC1,0,102,95,102,-3,101,98,6
CC(=O)c1cc(CN2CCN(C3CCN(C(C)C)CC3)C(CCO)C2)cs1 (configuration not stated),1,99,103,96,-5,103,106,8
CC(O)c1nc2ccccc2n1Cc1ccccc1 (configuration not stated),0,100,108,97,4,104,102,1
CCOC(=O)c1nn(-c2ccc(F)cc2)c2nc(-c3ccccc3)c(C#N)c(=O)n12,13,108,106,103,-5,106,101,-1
COc1cc(NC(=O)c2cccs2)c(OC)cc1NC(=O)Cc1ccccc1,1,99,98,97,5,107,107,0
Cc1ccnc(NS(=O)(=O)c2ccc(NC(=O)/C=C/c3cccs3)cc2)n1,7,104,107,90,7,108,108,8
CSc1nsc(/C=C/Nc2ccc(F)cc2)c1C#N,15,90,100,87,-13,98,98,0
COc1ccc(NC(=S)NCCCc2ccccc2)cc1,2,97,101,91,-10,101,101,1
O=C(NCCN1CCCCC1)c1ccc(/C=N/O)nc1,1,97,111,92,10,103,105,-1
Cc1ccc(C)c(/C=N/Nc2ccccn2)c1,25,87,86,81,5,92,92,-4

# New compounds follow:
Molecule,AHR activator,AGP1-GFP MLPCN,MEP2-GFP yeast,LAP4 TOR yeast,proCasp7 act,CIT2 TOR yeast,RPL19A TOR yeast,procasp3 activ
CN(C)CCCN1c2ccccc2Sc2ccc(Cl)cc21,0&0,86&79,100&97,109&114,-15&12,83&78,101&96,-4&-11
O=C1OC(c2ccc3c(c2)OCO3)N(C(=O)c2ccc(Cl)c(Cl)c2)c2ccccc21 (configuration not stated),15,103,105,96,11,96,.,-3
Cc1ccc(N2C(=O)C(CN3CCOCC3)C2c2ccccc2)cc1 (configuration not stated),-1,101,106,95,0,96,101,0
Cc1cc2c(cc1S(=O)(=O)Nc1cccc(C)c1C)OCC(=O)N2,4,111,97,112,-5,115,103,3
O=C(CCCC(=O)N/N=C\c1ccccn1)N/N=C\c1ccccn1,3,106,101,100,4,100,100,3
Cc1cccc(C)c1NC(=O)CN(C)C(=O)c1ccc(N2C(=O)CCC2=O)cc1,-1,87,94,93,-2,75,93,8
CC1CC(C)(C)CC2(C1)NC(=O)N(CC(=O)Nc1c(F)cccc1F)C2=O (configuration not stated),-1,99,102,95,0,100,94,-9
COc1cc(/C=C(\C#N)c2nc3c(s2)CC(C)CC3)ccc1O (configuration not stated),11,90,102,117,-31,81,94,-20
C[C@H](O)[C@H](O)[C@H]1CNc2nc(N)[nH]c(=O)c2N1,1,84,94,104,8,78,99,2
COC(=O)CC(=O)CSc1nc2c(cc1C#N)CCCCC2,1,106,103,104,-8,95,99,-6
O=C(Nc1ccc2oc(=O)ccc2c1)c1ccccc1[N+](=O)[O-],3,94,95,114,5,95,96,-1
O=C(Nc1cccc2ccccc12)c1ccc([N+](=O)[O-])o1,-1,91,101,105,-2,97,104,0
COc1ccc(S(=O)(=O)N2CCOCC2)cc1NC(=O)Cc1c(Cl)cccc1Cl,8,94,105,87,-15,102,102,-8
CCOC(=O)C1=C(N)c2ccccc2CC1C1CCCC1 (configuration not stated),22,102,98,104,5,98,98,6
CCn1cc(C(=O)N[C@H](C(=O)NCCO)C(C)C)c(=O)c2cc3c(cc21)OCO3,0,107,105,91,0,105,107,7

# Other compounds:
Molecule,AHR activator,AGP1-GFP MLPCN,MEP2-GFP yeast,LAP4 TOR yeast,proCasp7 act,CIT2 TOR yeast,RPL19A TOR yeast,procasp3 activ
CCOc1ccc2c(c1)C(C)=CC(C)(C)N2S(=O)(=O)c1ccc(F)cc1,2,99,102,88,-8,102,103,0
CCC(C)(C(=O)NC1CCCC1)N(C)C(=O)Cc1c[nH]c2ccccc12 (configuration not stated),8,95,93,94,6,97,92,-3
Cc1ccc2nsnc2c1S(=O)(=O)N1CCN(Cc2ccc3c(c2)OCO3)CC1,4,101,101,98,0,104,98,-1
Cc1ccc(C2CC(=O)Nc3c2ccc2ccccc32)cc1[N+](=O)[O-] (configuration not stated),0,104,95,91,7,103,97,6
CCOc1ccccc1-n1c(SC(C)C(=O)NCC2CCCO2)nc2ccccc2c1=O (configuration not stated),24,99,98,105,3,95,102,7
COc1ccc(OC)c(NC(=O)CSc2nnc(-c3cccnc3)s2)c1,1,97,100,100,3,96,97,12
COc1ccc(CCn2c(-c3ccc(F)cc3)nc3c(c(=O)c4ccccc4n3C)c2=O)cc1OC,2,97,93,102,5,93,97,-7
CC(Oc1ccccc1)C(=O)N=Nc1c(O)[nH]c2ccc(Br)cc12 (configuration not stated),27,84,89,85,8,79,99,2
Cc1ccc(C)c(N2C(=O)CN=C2Nc2ccccc2Cl)c1,5,?,?,?,10,?,?,0
CCOC(=O)/C(=N/Nc1ccc(OC)cc1)Sc1nnc(CCc2ccccc2)n1-c1ccccc1,1,99,108,96,-4,104,108,-1
COc1ccc(S(=O)(=O)N2CCOCC2)cc1NC(=O)CSc1cccc[n+]1[O-],2,98,103,98,0,101,96,-1
CC(NC(=O)c1cccc(S(=O)(=O)N(C)C)c1)c1nc2ccccc2[nH]1 (configuration not stated),7,92,88,94,4,85,89,-1
O=C(COC(=O)c1cccnc1Cl)NCCCc1ccccc1,-1,98,99,101,13,94,99,7
COc1cc(C2NCCc3c2[nH]c2ccccc32)ccc1OC(C)C (configuration not stated),12,87,68,104,6,95,94,2
O=C(COc1ccccc1F)N1CCCc2ccccc21,2,91,107,92,-7,95,104,-8

# Continued.
Molecule,AHR activator,AGP1-GFP MLPCN,MEP2-GFP yeast,LAP4 TOR yeast,proCasp7 act,CIT2 TOR yeast,RPL19A TOR yeast,procasp3 activ
O=C(CS(=O)(=O)c1ccccc1Cl)N1CCOCC1,-3,102,110,101,7,115,103,11
COc1ccc(CNC(=O)Cc2c(C(=O)O)[nH]c3ccccc23)cc1,9,102,109,102,0,97,101,5
COc1cnn(-c2ccc(Br)cc2)c(=O)c1SCc1ccccc1,5,109,105,98,-4,83,95,-3
CC(C)COc1ccc(C(=O)N/C(=C/c2cccc([N+](=O)[O-])c2)C(=O)O)cc1,-2,103,95,106,-9,89,97,2
Cc1nn(-c2ccccc2)c2c1C(c1cccc([N+](=O)[O-])c1)N(c1ccccc1)C(=O)N2 (configuration not stated),0,97,94,90,1,102,105,-3
COc1ccc(C2c3ccc(O)cc3Oc3ncn(CC(C)C)c(=N)c32)cc1 (configuration not stated),1,105,99,96,4,97,98,5
O=C(OCc1nnc(-c2ccccc2)o1)c1ccc(-n2cnnn2)cc1,4,103,112,102,-10,107,112,-5
Cc1ccc(NC(=O)CCS(=O)(=O)c2ccccc2)cc1S(=O)(=O)N1CCOCC1,2,104,98,96,1,99,96,-3
CC1CC(C)CN(c2ncc3c(n2)CC(c2ccccc2Cl)CC3=O)C1 (configuration not stated),3,96,91,95,-7,94,94,-6
C=CCn1c(Cc2cccs2)nnc1SCC(=O)NCc1ccco1,1,106,103,105,5,109,104,1
Cc1cc(OC2CCCCC2)nc(-c2ccccc2O)n1,0,105,108,98,8,101,99,-2
c1ccc(C[C@H]2CNCCN2CCCCC2CCCCC2)cc1,3,85,92,103,-8,92,98,-2
O=S(=O)(c1ccc(Oc2ccc(F)c(Cl)c2)nc1)N1CCOCC1,-1,101,96,101,-5,97,91,0
O=C(NN1C(=O)/C(=C\c2cccnc2)SC1=S)C(c1ccccc1)c1ccccc1,5,99,97,87,-19,97,101,-15
CC(C)(C)c1ccccc1NC(=O)NC1CCN(Cc2c(F)cccc2Cl)CC1,3,100,99,100,-6,103,100,3

# Full records, quoted from the list.
# Cc1ccc(NC(=O)CCS(=O)(=O)c2ccccc2)cc1S(=O)(=O)N1CCOCC1 in the list: AHR activator: 2; AGP1-GFP MLPCN: 104; MEP2-GFP yeast: 98; LAP4 TOR yeast: 96; proCasp7 act: 1; CIT2 TOR yeast: 99; RPL19A TOR yeast: 96; procasp3 activ: -3
# CC(C)COc1ccc(C(=O)N/C(=C/c2cccc([N+](=O)[O-])c2)C(=O)O)cc1 in the list: AHR activator: -2; AGP1-GFP MLPCN: 103; MEP2-GFP yeast: 95; LAP4 TOR yeast: 106; proCasp7 act: -9; CIT2 TOR yeast: 89; RPL19A TOR yeast: 97; procasp3 activ: 2

# Continuation.
Molecule,AHR activator,AGP1-GFP MLPCN,MEP2-GFP yeast,LAP4 TOR yeast,proCasp7 act,CIT2 TOR yeast,RPL19A TOR yeast,procasp3 activ
O=c1[nH]cnc2sc3c(c12)CCCC3,-1,99,102,95,3,94,96,-4
Cc1ncc(CO)c(CNc2ccc(-c3nc4ccccc4[nH]3)cc2)c1O,.,89,107,91,.,92,102,.
O=C(Nc1cc2c(oc1=O)CCCC2=O)c1cccc(Cl)c1,37,93,102,104,-10,93,102,-7
Cc1cc(CN(C)C(=O)CCc2nnc(Cc3cccc(C(F)(F)F)c3)o2)on1,1,106,97,103,8,100,98,2
Cn1c(SCC(=O)NCc2ccco2)nnc1-c1ccccc1,3,102,96,95,-3,105,100,-3
O=S(=O)(NCc1cccs1)NCc1ccccc1F,0,108,127,105,-4,110,111,5
CC(=O)c1cccc(NC(=O)c2cccc(NC(=O)c3ccco3)c2)c1,6,106,105,93,-5,107,103,9
CCc1noc(C)c1C(=O)N1CCSC1=Nc1cccc(Cl)c1C,3,114,106,113,5,109,105,-1
CCCCn1c(SCC(=O)c2ccc(OC)cc2OC)nc2cc(S(N)(=O)=O)ccc21,14,103,106,100,-5,96,99,4
O=C1c2ccccc2C(=O)N1CCC(O)C[N+](=O)[O-] (configuration not stated),1,96,91,94,0,90,93,-4
COc1ccc(C=O)cc1OC(=O)N1CCOCC1,-1,98,108,95,11,107,97,13
O=C(O)/C=C/C(=O)Nc1ccc(NC(=O)c2ccccc2)c(Cl)c1,-2,91,96,90,7,93,90,0
CC(=O)c1ccc(NC(=O)C(C)NCc2ccccc2Cl)cc1 (configuration not stated),7,115,114,127,5,125,133,1
COc1ccc(NC(=O)c2cccc(N3C(=O)C4C5CCC(C5)C4C3=O)c2)cc1 (configuration not stated),0,98,101,102,2,103,92,-3
c1ccc(OCCOCCN2CCN(C(c3ccccc3)c3ccccc3)CC2)cc1,5,102,87,81,1,88,107,-2
Cc1cccc(C)c1OCC(O)CN(Cc1ccccc1O)C1CCCCC1 (configuration not stated),0,94,86,91,17,94,94,1
CCOC(=O)C1CCCN(S(=O)(=O)c2ccc3c4c2CC(=O)N4CC(C)S3)C1 (configuration not stated),2,101,103,98,-12,107,100,4
